# Assay outcomes as filed in PubChem BioAssay.
# Menin-MLL TR inh – qHTS Assay for Inhibitors Targeting the Menin-MLL Interaction in MLL Related Leukemias: Competition With Texas Red Labeled MLL-derived Mutant Peptide; Menin + Texas Red MLL mutant peptide, fluorescence polarization; Potency, µM (doses to about 61.6 µM), without a hit: at the top dose FP activity change, negative = inhibition, usual class: inhibitors; 0.23% of 270,000 active; active = well fitted inhibition curve with a large enough effect in the polarisation, with a control signal flat, not every such curve was filed as active; inconclusive = small, poorly fitted or top-dose-only effect, or effect the other way, or a change in a side signal; inactive = no such curve, though single readings can be large or run the other way; the % refers to the polarisation; also: potency is read from the fitted curve at half-maximal effect; % of control where 0% means no effect; many of its hits are not listed in these tables
# RORg inh – qHTS for inhibitors of ROR gamma transcriptional activity. Nuclear receptor ROR-gamma (Mus musculus), P51450. Drosophila S2 Gal4-RORgamma UAS-luciferase reporter, 20 h. Potency, µM (highest dose often 53.6 µM), inactives show at the highest dose activity change, negative = inhibition, most hits filed as inhibitors. 5.4% of 310,000 active; also: potency is read from the fitted curve at half-maximal effect; % is scaled to controls: 0 for no effect and ±100 for the full control effect; nearly all actives have a fitted effect of over 60% in size
# Target sequence (P51450 whole entry, looked up, the tested form may be a part): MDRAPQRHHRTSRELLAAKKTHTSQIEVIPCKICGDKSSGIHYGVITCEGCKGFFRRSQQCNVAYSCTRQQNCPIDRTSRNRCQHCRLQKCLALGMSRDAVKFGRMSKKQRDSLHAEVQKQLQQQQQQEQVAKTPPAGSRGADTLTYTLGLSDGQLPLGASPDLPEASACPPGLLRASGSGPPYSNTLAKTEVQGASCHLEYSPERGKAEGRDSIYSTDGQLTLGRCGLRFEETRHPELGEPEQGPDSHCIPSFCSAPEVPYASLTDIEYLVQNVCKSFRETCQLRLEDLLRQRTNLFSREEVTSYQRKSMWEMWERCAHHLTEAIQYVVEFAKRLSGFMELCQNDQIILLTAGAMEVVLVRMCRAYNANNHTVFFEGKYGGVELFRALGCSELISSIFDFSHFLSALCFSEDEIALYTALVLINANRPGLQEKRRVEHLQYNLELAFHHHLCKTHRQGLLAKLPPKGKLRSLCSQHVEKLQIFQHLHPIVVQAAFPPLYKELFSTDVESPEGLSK
#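 Drosophila S2 cells stably expressing Gal4-DBD/mouse RORγ fusion under metallothionein promoter plus UAS-luciferase; compound 1 h, then 700 uM CuSO4 induction for 20 h at ambient temperature; inhibition read as reduced luminescence.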
# VP16 counter – VP16 counterscreen qHTS for inhibitors of ROR gamma transcriptional activity. Drosophila S2 Gal4-VP16 UAS-luciferase, luminescence, 20 h. Potency, µM (top dose mostly 53.6 µM), without a hit: top-dose activity, negative = inhibition, hits mostly inhibitors. 3.5% of 310,000 active. AID 2546, 2010;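 also: Gal4-VP16 expression switched on by copper sulfate through the metallothionein promoter; potency is read from the fitted curve at half-maximal effect; % is scaled to controls: 0 for no effect and ±100 for the full control effect; nearly all actives have a fitted effect of over 50% in size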
# BRCA1 expr up – qHTS Assay to Identify Small Molecule Activators of BRCA1 Expression; MCF7-BRCA1-FFLuc reporter, luminescence, 48 h; response scale: scaled: vehicle 0%, 10 µM genistein 100%; Potency, µM (titrated, usually from 46.1 µM), without a hit: top-dose activation, most hits filed as activators; 1.1% of 380,000 active; AID 624202, 2012; also: potency is read from the fitted curve at half-maximal effect; nearly all actives have a fitted effect of over 80% in size; some results filed as inactive show a strong effect at the top dose
#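 Quantitative HTS in MCF7 cells stably reporting BRCA1 expression via firefly luciferase. Compound treatment lasts 48 h at 37 °C in phenol-red free MEM. Activation is expressed relative to genistein at 10 microM and DMSO.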
# Rab9 prom act – qHTS Assay for Rab9 Promoter Activators; Potency, µM (highest dose often 9.22 µM), without a hit: at the top dose activation, negative = inhibition, usual class: activators; 2.8% of 320,000 active; AID 485297, 2010; Huh7 Rab9 promoter-luciferase reporter, luminescence, 24 h; also: potency is read from the fitted curve at half-maximal effect; % of control where 0% means no effect; nearly all actives have a fitted effect of over 60% in size
#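 Huh7 cells stably carrying a Rab9 promoter-luciferase reporter, 1500 cells per well in OP-MEM I with 10% FBS, treated with compound 24 hours at 37C. Luciferase activity read by luminescence after 10 minutes with Amplite reagent.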
# p53 reactivation – qHTS assay for re-activators of p53 using a Luc reporter. H1299 p53-A138V BP100-luciferase reporter, luminescence, 24 h. Potency, µM (titrated, usually from 92.2 µM), without a hit: at the top dose activity change, positive = activation, hits mostly activators. 0.063% of 320,000 active. AID 504706, 2011; also: potency is read from the fitted curve at half-maximal effect; % of control where 0% means no effect; nearly all actives have a fitted effect of over 45% in size
#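 H1299 (p53-null), stable ts p53-A138V + BP100-Luc; 1000 cells/well, Opti-MEM/10% FBS; cpd 4 pt, 1:5; 24 h, 37 deg C, 5% CO2; detection reagent 10 min RT; luminescence.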
# NPC1 promoter act – qHTS Assay for NPC1 Promoter Activators. Huh7 NPC1 promoter luciferase reporter, 24 h. Potency, µM (titrated, usually from 9.22 µM), without a hit: at the top dose activation, hits mostly activators. 2.4% of 320,000 active;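 also: potency is read from the fitted curve at half-maximal effect; % of control where 0% means no effect; nearly all actives have a fitted effect of over 60% in size; reporter is driven by a mutant NPC1 promoter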
#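 NPC1 promoter–luciferase Huh7 cells; 24 h compound; luminescence.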
# FLuc counter – qHTS profiling assay for firefly luciferase inhibitor/activator using purifed enzyme and Km concentrations of substrates (counterscreen for miR-21 project). Luciferin 4-monooxygenase (Photinus pyralis), P08659. Potency, µM (series often up to 57.5 µM), inactives show at the highest dose activity change, negative = inhibition, usual class: inhibitors. purified FLuc, Km substrates, luminescence inhibition. AID 588342, 2011. 6.9% of 360,000 active;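 also: potency is read from the fitted curve at half-maximal effect; plate controls were vehicle for no effect and reference inhibitor for full effect; nearly all actives have a fitted effect of over 55% in size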
# Target sequence (P08659 whole entry, looked up): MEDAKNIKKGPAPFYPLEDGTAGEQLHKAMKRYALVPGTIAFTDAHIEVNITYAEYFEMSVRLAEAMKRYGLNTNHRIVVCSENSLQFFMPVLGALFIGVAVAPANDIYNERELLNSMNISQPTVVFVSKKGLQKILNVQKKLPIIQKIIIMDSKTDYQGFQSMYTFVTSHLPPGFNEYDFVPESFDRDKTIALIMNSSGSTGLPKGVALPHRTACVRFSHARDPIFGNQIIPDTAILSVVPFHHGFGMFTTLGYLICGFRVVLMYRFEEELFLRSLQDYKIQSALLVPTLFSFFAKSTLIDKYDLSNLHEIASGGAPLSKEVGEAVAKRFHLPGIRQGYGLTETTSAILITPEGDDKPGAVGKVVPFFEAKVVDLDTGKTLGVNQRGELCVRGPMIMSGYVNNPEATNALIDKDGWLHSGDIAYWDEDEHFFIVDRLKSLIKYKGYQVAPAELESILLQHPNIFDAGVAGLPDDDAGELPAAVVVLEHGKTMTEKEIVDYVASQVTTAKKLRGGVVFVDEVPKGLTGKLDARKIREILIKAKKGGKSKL
#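 Biochemical qHTS of compounds, final roughly 60 µM downward over six points, against 10 nM purified firefly luciferase using Km concentrations of substrates (10 uM D-luciferin, 10 uM ATP) in Tris acetate pH 7.5 buffer; luminescence output.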
# PKM2 act – qHTS Assay for Activators of Human Muscle isoform 2 Pyruvate Kinase; purified PKM2, Kinase-Glo ATP luminescence, activation; response scale: 0% is enzyme alone, no compound; Potency, µM (highest dose often 57.5 µM), for the others: top-dose activation, most hits filed as activators; 0.34% of 260,000 active; also: potency is read from the fitted curve at half-maximal effect; % is scaled to controls: 0 for no effect and ±100 for the full control effect; nearly all actives have a fitted effect of over 55% in size
#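 Kinase-Glo luminescence reports ATP generated from ADP (0.1 mM) and PEP (0.5 mM) by purified hPK-M2 after 1 h at room temperature, pH 7.2 imidazole buffer; intermediate enzyme activity allows detecting inhibitors and activators.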
# Giardia killer – Small Molecules that selectively kill Giardia lamblia: qHTS. Giardia lamblia trophozoite viability. activity change, % at 7.66 µM, hits read low. 0.15% of 340,000 active; in the data active = activity change below about -80%; inconclusive = between about -30% and that limit;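 also: parasites exposed to compound for two days anaerobically before the ATP read; % is scaled to controls: 0 for no effect and ±100 for the full control effect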
#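 Trophozoites 100 cells/well + cpd; 48 hrs, 37 deg C, anaerobic. ATPLite 1-Step added, 15-30 min RT, luminescence read (ATP-based viability).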
# ELG1 genotoxic – qHTS screen for small molecules that induce genotoxicity in human embryonic kidney (HEK293T) cells expressing luciferase-tagged ELG1. 1.3% of 330,000 active. HEK293T ELG1-luciferase reporter, luminescence, 16 h. Potency, µM (doses to about 46 µM), without a hit: at the top dose activity change, positive = activation, hits mostly activators; also: potency is read from the fitted curve at half-maximal effect; % of control where 0% means no effect; nearly all actives have a fitted effect of over 60% in size
#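 HEK293T cells expressing luciferase-tagged ELG1 were exposed to compound or DMSO vehicle for 16 hr at 37 °C and 5% CO2. Luciferase activity was then measured with ONE-Glo after 30 min at room temperature.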
# Active calls of the source: *; ? = inconclusive; . = not tested or not shown; [ ] = remark or other dose. Unless noted, calls follow the shape of the dose curve; as a rule, active = well fitted curve in the direction sought with a large enough effect; inconclusive = small, poorly fitted or top-dose-only effect, or another doubt; inactive = no such curve, though single readings can be large; an effect the other way counts as inactive or inconclusive. The list is partial (hit frequency here may not be typical).
SMILES,Menin-MLL TR inh,RORg inh,VP16 counter,BRCA1 expr up,Rab9 prom act,p53 reactivation,NPC1 promoter act,FLuc counter,PKM2 act,Giardia killer,ELG1 genotoxic
CCCCC1CCC(C(=O)OCC(=O)Nc2ccc(S(N)(=O)=O)cc2)CC1 (configuration not stated),-17%,-12%[10 µM],-12%,-4%,-1%,-3%,-1%,0%,2%,-8,1%
OCC1CCCN(C(=S)Nc2ccc(Oc3ccccc3)cc2)C1 (configuration not stated),1%,5%,-13%,?,1.8µM*,11%,?,13µM*,-1%,2,17%
CC(NC(=O)CNC(=S)N(Cc1cccs1)C1CCCC1)c1ccccc1 (configuration not stated),8%,?,?,-32%,-7%,5%,-2%,-1%,1%,-19,-5%
Cn1c(=O)[nH]c(=O)c2c1nc(N1CCOCC1)n2CCN1CCOCC1,-8%,-10%,-4%,-2%,-1%,-15%,0%,5%,1%,17,3%
CSc1nc(-c2cccs2)c(C#N)c(=O)[nH]1,.,-2%,-11%,0%,-5%,2%,-5%,?,-14%,-5,0%
CC1CCN(CCCNc2cc(NCCO)c([N+](=O)[O-])c3nonc23)CC1,-2%,6%,4%,-32%,-2%,-1%,2%,-2%,.,-4,-4%
CN(C(=O)COc1cc(=O)n(C)c2ccccc12)c1cccc(Cl)c1,-12%,-38%,-2%,-12%,-1%,-8%,4%,-1%,-6%,-14,-1%
CCOCCCNC(=O)Cn1cnc2c(cnn2-c2ccc(OC)cc2)c1=O,2%,-34%,-5%,-14%,0%,7%,-5%,-1%,-22%,4,-1%
O=C(COC(=O)c1ccc[nH]c1=O)NC1CCCC1,0%,5%,-22%,4%,-2%,-10%,-1%,0%,-1%,4,-2%
CCc1ccc(OCC(=O)NC(=S)Nc2ccc(F)cc2)c(Br)c1,-13%,-38%,-11%,6%,-2%,1%,0%,?,-2%,-3,12%

# Full records, looked up by structure. Values in the order: Menin-MLL TR inh	RORg inh	VP16 counter	BRCA1 expr up	Rab9 prom act	p53 reactivation	NPC1 promoter act	FLuc counter	PKM2 act	Giardia killer	ELG1 genotoxic
# `CC1CCN(CCCNc2cc(NCCO)c([N+](=O)[O-])c3nonc23)CC1` as listed: -2%	6%	4%	-32%	-2%	-1%	2%	-2%	.	-4	-4%
# `CCOCCCNC(=O)Cn1cnc2c(cnn2-c2ccc(OC)cc2)c1=O` as listed: 2%	-34%	-5%	-14%	0%	7%	-5%	-1%	-22%	4	-1%

# The listing continues.
SMILES,Menin-MLL TR inh,RORg inh,VP16 counter,BRCA1 expr up,Rab9 prom act,p53 reactivation,NPC1 promoter act,FLuc counter,PKM2 act,Giardia killer,ELG1 genotoxic
c1ccc(-n2nnc3c(N4CCOCC4)ncnc32)cc1,1%,8.9µM*,?,-81%[inhibitor],0.32µM*,2%,0.32µM*,1.5µM*,-22%,-28,?
Cc1nn(Cc2ccc(Br)cc2)c(C)c1NC(=O)c1nn(C)cc1Cl,-17%,26%,-4%,-2%,-2%,-7%,2%,1%,-15%,-6,-7%
Nc1ccccc1-c1nc2ccccc2[nH]c1=O,-19%,-16%,11%,54%,?,18%,?,24µM*,.,21,7%
COC(=O)C1=C(C(C)=O)C(c2ccc(C)cc2)n2nnnc2N1 (configuration not stated),4%,?,-5%,8%,2%,-6%,14%,6%,-2%,-2,3%
N#CCSc1nc2ccccc2c(=O)n1CCC(=O)NCCc1ccccc1,6%,0%,-4%,-1%[1.84 µM],-1%,3%,0%,0%,1%,-16,0%
CCC(C)(C(=O)NC1CCCCC1)N(C(=O)C1CCC(=O)N1)c1ccccc1 (configuration not stated),4%,2%,13%,0%,4%,2%,1%,7%,3%,12,4%
CCNC(=O)CSc1nnc(-c2cccc(S(=O)(=O)N3CCOCC3)c2)o1,.,.,.,15%,0%,3%,0%,-6%,.,-5,1%
COc1cc(Cl)c(C)cc1NC(=O)COc1cc(C)nc(C(C)C)n1,6%,17%,8%,0%,7%,-1%,-1%,5%,1%,14,2%
O=[N+]([O-])c1ccc(-c2csc(Nc3ccccc3)[n+]2Cc2ccccc2)cc1,-18%,39%,?,-12%,-2%,?,1%,-14%,-16%,-18,2%
Cc1cc(SCC(=O)OCC(=O)N(C)C2CCS(=O)(=O)C2)c(C)cc1Br (configuration not stated),.,.,.,-12%,2%,-4%,1%,3%,.,4,-1%
CCOc1ccc(N(C(=O)c2cc3ccccc3oc2=O)C2C=CS(=O)(=O)C2)cc1 (configuration not stated),-15%,10%,6%,1%,-3%,2%,-4%,-4%,-29%,-7,0%
O=C1C2C3C=CC(C4CC34)C2C(=O)N1Cc1ccco1 (configuration not stated),-17%,-7%,-12%,-22%,-11%,-6%,0%,5%,14%,-13,0%
Oc1ccc(Cl)cc1C=Nc1ccc2c3c(cccc13)CC2,6%,-44%,-13%,-83%,-3%,-11%,-1%,?,2%,22,-3%
COc1cc(NC(=O)c2cc3nc(C)cc(C)n3n2)c(OC)cc1Cl,2%,10%,-5%,?,1.3µM*,?,2.5µM*,3µM*,1%,-10,?
COc1ccccc1C(=O)/C=C/c1ccc(N2CCCCC2)c([N+](=O)[O-])c1,-16%,5.6µM*,6.3µM*,-89%[inhibitor],?,?,?,6µM*,-1%,?,?
CCOc1ccc(N(CC(=O)NC2CCCC2)S(=O)(=O)c2c(C)noc2C)cc1,-5%[11.7 µM],39%,5%,-15%,6%,-2%,2%,10%,4%,9,-1%
O=C(c1ccc(C(F)(F)F)cc1)n1ccc(-c2cccs2)n1,.,-2%,3%,-1%,1%,2%,-3%,15µM*,5%,19,0%
Cc1nc2ccccn2c1C(=O)OCC#N,14%,10%,-3%,-15%,-1%,10%,-2%,-1%,-17%,-13,0%
O=C(NCCc1ccccc1)c1cnn2c(C(F)F)cc(C3CC3)nc12,-11%,3%,-5%,-19%,-4%,0%,2%,2%,4%,0,-2%
Cc1cccc(N2CC(C(=O)NCCC3=CCCCC3)CC2=O)c1C (configuration not stated),.,.,.,-3%,-17%,0%,5%,?,.,-5,2%
C=CCc1ccccc1OCCCCN1CCCC1,-11%,-16%,3%,-42%,-2%,11%,0%,2%[2.3 µM],2%,-3,-6%
Cc1cccc(NC(=O)CCc2c(C)nn(-c3ccc(N4CCOCC4)nn3)c2C)c1,0%,20%,-4%,14%,26%,9%,28%,15µM*,-1%,-5,6%
Cc1ccc(F)c([C@H]2C3C=CCC(c4ccccc4)C3C(=O)N2Cc2ccccc2)c1 (some centres not stated),.,?,?,-10%,-11%,0%,-6%,-3%,-2%,4,-8%
O=C(Cc1c(F)cccc1Cl)N1CCN(C(=O)c2ccco2)CC1,-1%,9%,2%,7%,1%,-3%,7%,-3%,0%,2,-5%
Cn1c(Cn2c(=O)sc3ccccc32)nnc1SCC(=O)NCc1ccc(F)cc1,-5%,-22%,-5%,-3%,1%,-1%,-3%,3%,3%,6,0%
Cc1ccc(C(C)C)c(OCc2ccc(-c3nnco3)cc2)c1,1%,4µM*,?,-49%,23%,-6%,5%,-3%,0%,8,?
Cc1nc2ccc(Cl)cc2c(-c2ccccc2)c1C(=O)N(C)C,0%,2%,3%,-14%,4%,-3%,-7%,2%,.,5,-2%

# Some of these compounds in order of the NPC1 promoter act value, low to high:
SMILES | NPC1 promoter act
Cc1nc2ccc(Cl)cc2c(-c2ccccc2)c1C(=O)N(C)C | -7%
Cc1ccc(F)c([C@H]2C3C=CCC(c4ccccc4)C3C(=O)N2Cc2ccccc2)c1 (some centres not stated) | -6%
Cn1c(Cn2c(=O)sc3ccccc32)nnc1SCC(=O)NCc1ccc(F)cc1 | -3%
Cc1ccc(C(C)C)c(OCc2ccc(-c3nnco3)cc2)c1 | 5%
O=C(Cc1c(F)cccc1Cl)N1CCN(C(=O)c2ccco2)CC1 | 7%
